Compound activity deposited in PubChem by National Center for Advancing Translational Sciences (NCATS).
Pol eta inh = inhibitors of human DNA polymerase eta. hit rate 1.2% among 390,000. Potency, µM (doses to about 114 µM), for the others: at the highest dose activity change, negative = inhibition, actives largely listed as inhibitors. AID 588591. recombinant Pol eta, fluorescent DNA replication assay; note: potency is the fitted concentration of half-maximal effect; % is set by controls: 0 for no effect and ±100 for the full control effect
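Pol eta (10 nM) was preincubated with compounds for 15 min at room temperature, after which fluorescent replication substrate (50 nM final) was added to start the reaction. Fluorescence was read kinetically at 0 and 10 min.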
HP1b chromo inh = inhibitors of HP1-beta chromodomain binding to methylated histone tails | Potency, µM (titrated, usually from 114 µM), inactives show at the top dose activity change, negative = inhibition, most hits filed as inhibitors | AlphaScreen HP1-beta / biotin-H3K9me3 peptide binding | hit rate 0.56% among 390,000; note: potency is the fitted concentration of half-maximal effect; nearly all actives have a fitted effect of over 70% in size; inactives centre near 23
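Compound inhibition of the preformed complex between 50 nM HP1-beta and 50 nM biotinylated H3K9me3 peptide was read by AlphaScreen. Buffer was PBS pH 7.4 with 0.01% Tween-20. Incubations ran 30 min at room temperature, with 10 ug/mL donor/acceptor beads.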
Pin1 inhibitor = human Pin1 inhibition | Potency, µM (highest dose often 115 µM), for the others: at the highest dose activity, negative = inhibition, usual class: inhibitors | Q13526 | hit rate 0.009% among 390,000 | Pin1 FP peptide displacement, HiFluor488, 10 min | AID 504891; active = well fitted inhibition curve with a large enough effect in the polarisation, with a control signal flat, not every such curve was filed as active; inconclusive = small, poorly fitted or top-dose-only effect, or effect the other way, or a change in a side signal; inactive = no such curve, though single readings can be large or run the other way; the % refers to the polarisation; note: potency is the fitted concentration of half-maximal effect; % is set by controls: 0 for no effect and ±100 for the full control effect
GLS inhibitor = inhibitors of human glutaminase (GLS) | GLS enzymatic activity, qHTS titration | Potency, µM (doses to about 45.5 µM), inactives show at the top dose activity change, negative = inhibition, most hits filed as inhibitors | hit rate 0.21% among 410,000 | AID 624170; note: potency is the fitted concentration of half-maximal effect; % is set by controls: 0 for no effect and ±100 for the full control effect
Target sequence (O94925 whole entry, looked up): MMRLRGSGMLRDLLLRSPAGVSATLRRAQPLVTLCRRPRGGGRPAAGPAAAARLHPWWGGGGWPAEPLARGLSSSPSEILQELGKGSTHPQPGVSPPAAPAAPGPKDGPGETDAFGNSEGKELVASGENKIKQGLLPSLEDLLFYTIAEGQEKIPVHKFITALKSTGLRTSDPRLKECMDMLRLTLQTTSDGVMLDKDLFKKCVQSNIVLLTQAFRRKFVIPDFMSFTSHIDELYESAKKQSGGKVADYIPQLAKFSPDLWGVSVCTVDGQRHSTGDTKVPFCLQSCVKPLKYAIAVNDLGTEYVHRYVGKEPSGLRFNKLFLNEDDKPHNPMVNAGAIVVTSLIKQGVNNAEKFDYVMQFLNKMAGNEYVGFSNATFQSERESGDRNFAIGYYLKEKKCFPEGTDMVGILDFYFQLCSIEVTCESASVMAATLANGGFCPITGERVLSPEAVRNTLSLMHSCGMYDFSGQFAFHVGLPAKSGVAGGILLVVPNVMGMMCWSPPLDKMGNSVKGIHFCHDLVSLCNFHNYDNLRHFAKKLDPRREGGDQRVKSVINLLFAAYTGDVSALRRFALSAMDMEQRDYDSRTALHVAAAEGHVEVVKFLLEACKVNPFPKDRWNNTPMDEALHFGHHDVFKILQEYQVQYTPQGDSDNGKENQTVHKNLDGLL
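Assay buffer: 45 mM KH2PO4 pH 8.2, 0.02% Tween-20. hKGA acts on L-glutamine (1 mM solution added); product glutamate is reported by an oxidase/peroxidase Amplex Red coupling, with fluorescence taken at baseline and 30 min.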
G9a inh = G9a (human) methyltransferase inhibition; Potency, µM (highest dose often 102 µM), for the others: top-dose activity, negative = inhibition, actives largely listed as inhibitors; G9a H3K9 monomethylation, AlphaScreen, 2 h; hit rate 8.8% among 350,000; note: potency is the fitted concentration of half-maximal effect; % is set by controls: 0 for no effect and ±100 for the full control effect; nearly all actives have a fitted effect of over 75% in size
Target sequence (Q96KQ7 913-1193 limits assumed): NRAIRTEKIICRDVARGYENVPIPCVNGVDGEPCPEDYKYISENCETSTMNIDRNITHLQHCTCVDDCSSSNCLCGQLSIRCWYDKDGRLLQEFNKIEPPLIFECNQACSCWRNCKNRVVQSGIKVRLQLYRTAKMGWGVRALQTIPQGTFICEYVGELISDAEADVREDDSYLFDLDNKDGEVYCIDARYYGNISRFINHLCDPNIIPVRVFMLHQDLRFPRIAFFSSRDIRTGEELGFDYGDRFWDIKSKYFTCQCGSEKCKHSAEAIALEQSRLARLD
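AlphaScreen detection with an anti-monomethyl H3K9 antibody quantified product after a 2 h room-temperature reaction containing 500 nM biotinylated H3K9 peptide, 20 µM SAM and 20 nM enzyme, which had been preincubated 15 min with compound.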
PGK inhibitor = T. brucei PGK inhibition | P07378 | PGK/GAPDH coupled, Kinase-Glo luminescence, 60 min | hit rate 0.043% among 380,000 | Potency, µM (series often up to 57.5 µM), without a hit: top-dose activity change, negative = inhibition, actives largely listed as inhibitors | AID 602233; note: potency is the fitted concentration of half-maximal effect; % is set by controls: 0 for no effect and ±100 for the full control effect; nearly all actives have a fitted effect of over 60% in size
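Recombinant glycosomal PGK reaction used 1,3-bisphosphoglycerate generated in-well by GAPDH (100nM final) in 100mM TEA pH 7.6, 5mM MgCl2, 0.01% Tween-20. After 60 minutes at room temperature, ATP was read by Kinase-Glo Plus luminescence end-point.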
BAZ2B block = BAZ2B (human) inhibition. hit rate 4.4% among 360,000. Potency, µM (top dose mostly 114 µM), without a hit: top-dose activity change, negative = inhibition, usual class: inhibitors. AlphaScreen BAZ2B-H3K14Ac peptide displacement. Q9UIF8; note: potency is the fitted concentration of half-maximal effect; % is set by controls: 0 for no effect and ±100 for the full control effect; nearly all actives have a fitted effect of over 60% in size
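Complex of BAZ2B and biotin-H3K14Ac (50 nM apiece) forms over 30 min at RT, then faces library compounds up to 110 uM for another 30 min; AlphaScreen beads added, 20 min dark incubation, luminescence read.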
JMJD2A Tudor = blocks the human JMJD2A Tudor domain; AlphaScreen JMJD2A-Tudor / H3K4me3 peptide binding; hit rate 4.4% among 390,000; Potency, µM (doses to about 114 µM), for inactives: at the top dose activity change, negative = inhibition, usual class: inhibitors; O75164; note: potency is the fitted concentration of half-maximal effect; % is set by controls: 0 for no effect and ±100 for the full control effect; nearly all actives have a fitted effect of over 50% in size
PI4K2A block = blocks human PI4K2A kinase activity | Q9BTU6 | purified PI4K2A, ADP-Glo luminescence, 1 h; active compounds read low | activity change, negative = inhibition, % at 76.9 µM | hit rate 0.13% among 420,000; in the data active = activity change below about -50%; inconclusive = mostly about -30% to -49%;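 note: -100% = wells without enzyme as full effect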
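PI4K2A activity was measured by ADP-Glo luminescence: enzyme (4 ug/mL stock) and phosphatidylinositol (1.2 mM stock) in Tris pH 7.5/MgCl2/EGTA/Triton X-100 buffer were reacted with ATP (300 microM stock) for one hour at ambient temperature.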
An asterisk follows results filed as active; i = inactive; ? = inconclusive; · = no result given; [ ] = dose if it differs, or a comment. Unless noted, calls come from the whole dose curve; as a rule, active = well fitted curve in the direction sought with a large enough effect; inconclusive = small, poorly fitted or top-dose-only effect, or another doubt; inactive = no such curve, though single readings can be large; an effect the other way counts as inactive or inconclusive. A portion of the library, so the mix of outcomes need not match the whole.

Start of the data: the first three records as a preview:
1) Cc1cccc(C(=O)NCCC(=O)Nc2ccc(C)c(F)c2)c1
2) CCOC(=O)C(C)n1cnc2sc(C)c(C)c2c1=O (stereo not given)
3) O=C(Nc1ccc(-c2nc3cccnc3s2)cc1)c1ccc(Cl)nc1

Screen / compound no.,1,2,3
GLS inhibitor,2%,-2%,0%
PI4K2A block,-9,-6,2
Pol eta inh,6%,-1%,-19%
BAZ2B block,-2%,7%,-1%
PGK inhibitor,1%,1%,-8%
G9a inh,9%,-9%[59 µM],12%
Pin1 inhibitor,3%,12%,-2%
JMJD2A Tudor,-5%,-10%,5%
HP1b chromo inh,17%,36%,24%

The list itself, previewed entries included:
1) Cc1cccc(C(=O)NCCC(=O)Nc2ccc(C)c(F)c2)c1
2) CCOC(=O)C(C)n1cnc2sc(C)c(C)c2c1=O (stereo not given)
3) O=C(Nc1ccc(-c2nc3cccnc3s2)cc1)c1ccc(Cl)nc1
4) Cc1ccc2c(=O)n3c(nc2c1)C(Cc1ccccc1)NC(=O)c1cc2ccccc2cc1-3 (stereo not given)
5) O=C1C2C3C=CC(C3)C2C(=O)N1Cc1ccccc1 (stereo not given)
6) Cc1cnc(NC(=O)c2ccc3c(c2)OCCO3)s1
7) NC(=O)c1c(NC(=O)Cn2nc(C(=O)O)c3ccccc3c2=O)sc2c1CCC2
8) Cc1cc2ccccc2n2c(SCC(=O)Nc3ccc(S(=O)(=O)N4CCC(C)CC4)cc3)nnc12

Screen / compound no.,1,2,3,4,5,6,7,8
GLS inhibitor,2%,-2%,0%,0%,-4%,-5%,?,5%
PI4K2A block,-9,-6,2,1,7,-18,-19,2
Pol eta inh,6%,-1%,-19%,-7%,-4%,-13%,?,-4%
BAZ2B block,-2%,7%,-1%,·,-4%,11%,-29%,-9%
PGK inhibitor,1%,1%,-8%,-8%,-5%,-12%,-5%,i
G9a inh,9%,-9%[59 µM],12%,·,-21%[12.7 µM],10%[59 µM],-2%,13%[59 µM]
Pin1 inhibitor,3%,12%,-2%,·,-6%,4%,?,16%
JMJD2A Tudor,-5%,-10%,5%,·,6%,-10%,-8%[11.4 µM],-15%
HP1b chromo inh,17%,36%,24%,·,28%,28%,24%,19%

9) O=C(NC1=NCCS1)c1ccc(Cl)c(S(=O)(=O)N2CCCC2)c1
10) Cc1onc(C(=O)N2CCN(C(c3ccccc3)c3ccccc3)CC2)c1[N+](=O)[O-]
11) CCOC(=O)Cc1csc(-n2sc3ccccc3c2=O)n1
12) O=C(CN1C(=O)C2CC=CCC2C1=O)Nc1ccc(F)c(Cl)c1 (stereo not given)
13) Cc1nc(Nc2ccc(S(N)(=O)=O)cc2)oc1C
14) CC1(C)C(=O)Nc2ccccc2N1C(=O)COC(=O)/C=C/c1ccc(OC(F)F)cc1
15) C=CCc1ccccc1OCC(O)CN1CCN(CCN2C(=O)c3cccc4cccc(c34)C2=O)CC1 (stereo not given)
16) CN1CCN(CC(C)(C)NS(=O)(=O)c2ccccc2)CC1

Screen / compound no.,9,10,11,12,13,14,15,16
GLS inhibitor,-1%,1%,?,1%,-7%,1%,14%,-14%
PI4K2A block,6,4,-11,3,-6,3,-6,0
Pol eta inh,-11%,-18%,40µM*,-5%,-23%,4%,-10%,5%
BAZ2B block,13%,-31%,5µM*,·,3%,-14%,?,·
PGK inhibitor,-6%,i,-11%,-6%,8%,-5%,-2%,-2%
G9a inh,6%,-13%,1.1µM*,·,2%,-3%,40µM*,·
Pin1 inhibitor,-5%,7%,3%,·,3%,3%,6%,0%
JMJD2A Tudor,-10%,-30%,18µM*,·,-15%[11.4 µM],-12%,?,-5%
HP1b chromo inh,40%[activator],26%,?,·,3%,16%,?,9%

17) COc1ccccc1CNC(=O)C1=CCN(S(=O)(=O)c2ccc(C)cc2)CC1
18) O=C(CN1CCCCCC1)Nc1cc([N+](=O)[O-])ccc1Cl
19) CCOC1=NN(c2ncc(C(F)(F)F)cc2Cl)C(=O)/C1=C/N(C)C
20) Cc1c(NC(=O)c2c(O)c3ccccc3n(C)c2=O)c(=O)n(-c2ccccc2)n1C
21) Cc1cc(C)c2c(N)c(C(=O)Nc3ccc(F)cc3)sc2n1
22) CCN(CC(=O)N1CCCC1)S(=O)(=O)c1ccc(OC)cc1
23) Cc1cc(=O)oc2c(C(=O)/C=C/c3ccccc3)c(O)ccc12
24) Cc1ccc(-n2c(SCC(=O)N3CCC(C(=O)O)CC3)nc3ccccc3c2=O)cc1C

Screen / compound no.,17,18,19,20,21,22,23,24
GLS inhibitor,0%,7%,7%,6%,1%,-5%,-4%,-2%
PI4K2A block,6,-19,-1,0,-5,-4,1,1
Pol eta inh,-7%,-2%,-15%,4%,-5%,-19%,-7%,-16%
BAZ2B block,-13%,-15%,-13%,-15%,-3%,1%,-5%,4%
PGK inhibitor,0%,-1%,-3%,-1%,-13%,i,0%,6%
G9a inh,50µM*,?,?,2%,?,·,-23%[2.33 µM],-50%
Pin1 inhibitor,2%,-6%,-3%,1%,-3%,-9%,0%,?
JMJD2A Tudor,-16%,-21%,-12%,-1%,-4%,-7%,-16%[11.4 µM],-14%
HP1b chromo inh,19%,-5%,55%[activator],35%,29%,59%,49%[activator],39%

25) COc1cc(NC(=O)NS(=O)(=O)c2ccc(C)cc2)cc(OC)c1
26) COc1ccc(C(CNC(=O)c2cc(SC)ccc2Cl)N(C)C)cc1 (stereo not given)
27) COc1ccccc1N(CC(=O)Nc1ccc2c(c1)OCO2)S(=O)(=O)c1ccc(C)cc1
28) N/C(=N\OS(=O)(=O)c1ccc2ccccc2c1)c1cccnc1
29) Cc1ccc(NS(=O)(=O)c2ccc(NC(=O)C3CC3)cc2)c(C)c1
30) O=C(O)c1ccccc1Sc1ncnc2sccc12
31) Cc1nn(Cc2ccc(Cl)cc2)c(C)c1NC(=O)CCCn1nc([N+](=O)[O-])c(Cl)c1C
32) Cc1cccc(NS(=O)(=O)c2ccc(Cl)c(C(=O)Nc3ccccc3C)c2)c1

Screen / compound no.,25,26,27,28,29,30,31,32
GLS inhibitor,9%,-3%,-11%,-6%,0%,-2%,2%,0%
PI4K2A block,1,2,-3,4,-5,4,-2,0
Pol eta inh,-11%,-30%,-13%,-11%,-13%,?,0%,-13%
BAZ2B block,-4%,0%,?,?,-5%,-14%,1%,-10%
PGK inhibitor,-8%,5%,1%,·,-7%,-1%,-4%,-3%
G9a inh,-36%[59 µM],-9%,-46%[59 µM],?,-3%,·,8%,-6%[59 µM]
Pin1 inhibitor,0%,-2%,28%,-4%,-3%,-4%,1%,2%
JMJD2A Tudor,-18%,2%[11.4 µM],-26%,-23%,-10%,-18%,-20%,-9%
HP1b chromo inh,16%,49%[activator],3%,19%,26%,22%,5%,41%[activator]

33) C[C@H](NC(=O)[C@@H]1Cc2ccccc2CN1)C(=O)NC1CCCC1
34) COc1ccccc1OCC(=O)N/N=C1\CCc2ccccc21
35) Cc1cccc(OCc2n[nH]c(=S)o2)c1
36) CCc1nn(CC(=O)Nc2cccc(C(C)=O)c2)c(=O)c2cc3sccc3n12
37) COc1ccc(C(=O)NNC(=O)C23CC4CC(CC(C4)C2)C3)c(OC)c1
38) Cc1ccc(CS(=O)(=O)CCC(=O)NCCN(C)Cc2ccccc2)cc1
39) O=C(Nc1ccc(Cl)cc1Cl)c1n[nH]c(Cn2cncn2)n1
40) Cc1cccc(-n2c(O)c(C=Nc3cc(O)ccc3C)c3ccccc3c2=O)n1

Screen / compound no.,33,34,35,36,37,38,39,40
GLS inhibitor,-1%,-1%,3%,-3%,-4%,8%,-1%,?
PI4K2A block,-3,2,-1,3,-1,3,-1,-1
Pol eta inh,-5%,-12%,-8%,-1%,1%,-6%,-12%,?
BAZ2B block,-38%,?,-39%,-1%,-2%,3%,56µM*,-24%
PGK inhibitor,-8%,i,-10%,i,-7%,-3%,0%,-5%
G9a inh,79µM*,-23%,10µM*,?,4%,5%[59 µM],18%[12.7 µM],7%
Pin1 inhibitor,-7%,2%,-15%,73%[activator],-3%,-3%,?,?
JMJD2A Tudor,-5%,7%,?,-17%,-10%,-23%,?,?
HP1b chromo inh,35%,46%[activator],13%,4%,30%,7%,28%,-30%

41) COc1ccc(CCN2CCC(CNC(=O)c3cnn(-c4cccc(Cl)c4)c3C3CCN(C(=O)OC(C)(C)C)CC3)CC2)cc1
42) Cc1ccc(NC2(C(N)=O)CCCC2)cc1
43) CCN(CC(=O)Nc1ccc(N2CCOCC2)cc1)C(=O)Cc1ccccc1
44) CCc1ccccc1N1C(=O)N(Cc2cccc(Cl)c2)c2ccccc2S1(=O)=O
45) Cc1cc(-n2c(C)cc(C(=O)CN3C(=O)NC4(CCCCC4)C3=O)c2C)no1
46) C=CCn1c(SCC(=O)NC2CCCC2)nc2ccccc21
47) CC1(C)CC(=O)C=C(NNC(=O)c2cccnc2)C1
48) CC1CN(CCOc2ccc([N+](=O)[O-])cc2)CC(C)O1 (stereo not given)

Screen / compound no.,41,42,43,44,45,46,47,48
GLS inhibitor,-3%,3%,18%,1%,3%,-5%,?,-2%
PI4K2A block,0,-1,0,3,7,-1,1,-1
Pol eta inh,-17%,-2%,-5%,-16%,-8%,-1%,-8%,-21%
BAZ2B block,-4%[57.1 µM],·,10%,6%,-26%,·,25%,?
PGK inhibitor,-2%,2%,-3%,-2%,0%,8%,4%,-4%
G9a inh,-41%[59 µM],·,?,13%[59 µM],-18%[59 µM],·,42%[activator],2.5µM*
Pin1 inhibitor,2%,5%,4%,-2%,6%,·,?,-8%
JMJD2A Tudor,-33%,-16%,-14%,9%,-10%,·,7%,6.3µM*
HP1b chromo inh,14%,16%,24%,34%,16%,·,35%,?
